Compound activity as filed in PubChem.
RPL19A-GFP yeast – alters RPL19A-GFP fluorescence in TOR pathway yeast screen. percent response vs DMSO, % at 10 µM. 330,000 compounds, 0.3% hits. S. cerevisiae RPL19A-GFP strain, flow cytometry, 3 h; active compounds read low. AID 2025;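 active = percent response vs DMSO below 50%; inconclusive = fewer than 70 events counted for the yeast strain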;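 also: median channel GFP fluorescence of the barcoded RPL19A-GFP strain; ratio of sample median GFP to plate DMSO average so 100% = DMSO; lower means less RPL19A-GFP as with rapamycin TOR inhibition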
AHR activator – activators of human aryl hydrocarbon receptor; P35869; AID 2796; activation, % at 5 µM; AHR-responsive luciferase reporter cells, luminescence; 320,000 compounds, 2.5% hits; in the data active = activation above about 47%;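 also: 0% = vehicle wells and 100% = reference agonist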
EBNA-1 inh – blocks EBNA-1 binding to DNA. EBNA-1 DNA binding, fluorescence polarization. inhibition, % at 14.8 µM. 300,000 compounds, 0.34% hits; in the data active = inhibition above about 28%
MEP2 TOR yeast – alters MEP2-GFP fluorescence in TOR pathway yeast screen; S. cerevisiae MEP2-GFP strain, flow cytometry GFP, 3 h; 100% = DMSO control level; GFP response vs DMSO, % at 10 µM; 330,000 compounds, 0.51% hits; AID 2016;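 active = GFP response versus DMSO above a set limit, roughly screen mean plus 3 SD, cut at about 180% in these data; inconclusive = fewer than 70 cells counted for a yeast strain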;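 also: median GFP fluorescence of the barcode-gated MEP2-GFP cells per well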
proCasp3 act – activates human procaspase-3; recombinant procaspase-3 D3A, Ac-DEVD-pNA absorbance 405 nm; activation, % at 8.5 µM; 330,000 compounds, 0.11% hits;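 active = activation above the mean of all tested compounds plus 3 SD, cut at about 21% in these data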;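 also: 0% = DMSO alone and 100% = DMSO wells spiked with extra 5 µM PC-3 D3A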
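Technique: 405 nm absorbance of p-nitroaniline, reads at 0 and 120 min; Test system: Procaspase-3 D3A mutant; Incubation: 1 h enzyme-compound preincubation, then 2 h substrate reaction, 25 °C; Repeats: singlicate, each compound tested once; Benchmarks: low control DMSO wells, high control DMSO plus 5 µM PC-3 D3A.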
proCasp7 act – activates human procaspase-7, counter-screen for procaspase-3 activators; recombinant procaspase-7, Ac-DEVD-pNA absorbance 405 nm; D23A/D198A/D206A triple mutant, cannot self-cleave; scale: DMSO 0, 5 µM enzyme 100; activation, % at 8.5 µM; 330,000 compounds, 0.093% hits; AID 463210;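 active = percent activation above the screen-wide mean plus 3 SD, cut at about 25% in these data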
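Replicates: singlicate. Assay system: Procaspase-7 triple mutant (PC-7 D3A). Signal: 405 nm absorbance of p-nitroaniline. Times: 1 h preincubation, 2 h reaction. Buffer or medium: Zinc-free HEPES pH 7.4 with 300 mM NaCl, 0.01% Triton X-100. Also added: DEVD-pNA substrate. Benchmarks: DMSO wells as 0%, DMSO with 5 µM added PC-7 as 100%.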
ZTA counter – ZTA (EBV) inhibition in EBNA-1 counter-screen. P03206. ZTA-DNA binding, fluorescence polarization. inhibition, % at 11 µM. 320,000 compounds, 0.15% hits; in the data active = inhibition above about 33%
LAP4 TOR yeast – yeast TOR pathway LAP4-GFP modulation; S. cerevisiae LAP4-GFP multiplex, flow cytometry GFP, 3 h; median GFP as percent of DMSO wells; GFP response vs DMSO, % at 10 µM; 320,000 compounds, 0.34% hits; AID 2023;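 active = GFP response vs DMSO above a set limit, about the screen mean plus 3 SD, cut at about 150% in these data; inconclusive = under 70 cell events counted for the yeast strain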
* marks the source's active call; other numbers are inactive results; ? = inconclusive; nt = no result given; [ ] = remark or other dose.

SMILES	RPL19A-GFP yeast	AHR activator	EBNA-1 inh	MEP2 TOR yeast	proCasp3 act	proCasp7 act	ZTA counter	LAP4 TOR yeast
CN1C(=O)/C(=C/C=C2/CCCN2C)N(C)C1=S	104	-3	-2	105	-6	-20	0	112
O=C(COc1ccccc1[N+](=O)[O-])NCC1(N2CCCCC2)CCCCC1	100	7	nt	102	9	-2	-8	103
CC(NCc1cc(Br)ccc1OCC(=O)NCc1ccccc1)c1ccccc1 (stereo not given)	94	7	-10	108	11	8	0	106
CCOC(=O)N1CCC(NC(=O)c2sc3nc4n(c(=O)c3c2C)CCCC4)CC1	100	-1	1	101	0	1	-7	101
CN(Cc1ccccc1)S(=O)(=O)c1cccs1	90	0	-4	95	-1	-20	-6	98
CCOC(=O)C1=C(C)N=C2c3ccccc3C(=O)C2C1c1ccc(C)cc1 (stereo not given)	99	3	0	104	0	-1	-11	nt
COc1ccccc1N1CC(C(=O)NCCC2=CCCCC2)CC1=O (stereo not given)	102	-1	nt	97	-5	0	15	110
CCCOc1ccc(S(=O)(=O)NCCN2CCOCC2)c2ccccc12	92	4	-6	91	6	-5	9	95
O=C(Nc1cc2c(cc1Br)OCCO2)c1cccnc1	102	14	7	102	1	-3	-4	104
NC1=NS(=O)(=O)NC1c1ccc(Br)cc1 (stereo not given)	107	-1	6	116	3	4	6	113
Cc1cc(NC(=O)CSc2nc(-c3ccc(Cl)cc3)cs2)no1	99	2	40*	101	1	12	15	91
CC(CCc1ccccc1)NC(=O)CN1CCN(Cc2ccccc2)C1=O (stereo not given)	96	4	-12	108	13	1	-20	107
Cc1cc2c(N)cccc2nn1	103	2	7	106	-14	-25	24	102
CCOC(=O)CNC(=O)CSc1ncnc2c1cnn2-c1ccc(OC)cc1	90	-2	3	94	-6	-1	3	91
COc1cccc(-c2cc(C(=O)Nc3ccc4c(c3)OCO4)no2)c1	108	-5	-11	105	-1	-3	14	95
COc1cccc(/C=C/c2ccncc2)c1OC	104	41	7	101	6	-7	-6	94
O=C(N/N=C/c1ccc2c(c1)OCO2)c1ccc(Cl)cc1Cl	96	30	5	108	-3	7	15	110
Cc1ccc(OCc2n[nH]c(=S)n2-c2ccc(Br)cc2)cc1	105	1	-4	107	-8	0	-9	92
COc1ccc(NC(=O)COC(=O)CCCc2c[nH]c3ccccc23)cc1OC	?	8	-2	89[may fluoresce red]	2	4	8	88[may fluoresce red]
O=C1CCC(=O)N(O)CCCCCNC(=O)CCC(=O)N(O)CCCCCNC(=O)CCC(=O)N(O)CCCCCN1	101	0	-13	114	2	-7	2	106
Cn1c(SCC(=O)Nc2ccccc2Br)nnc1-c1cnccn1	102	8	-2	107	-1	-2	3	96
Cc1cc(NC(=O)CCNS(=O)(=O)c2ccc3[nH]c(=O)oc3c2)ccc1Br	109	4	-8	108	15	4	6	110
CCC(c1nnnn1Cc1ccc(F)cc1)N1CCN(C2CCCCC2)CC1 (stereo not given)	94	6	-3	96	-4	-6	-1	95
C[C@@H](C(O)c1ccccc1)N(C)C(=O)CCc1ccccc1 (stereo not given in full)	108	0	3	94	-6	4	7	130

An excerpt of these results, with bars between the fields:
Molecule | RPL19A-GFP yeast | AHR activator | EBNA-1 inh | MEP2 TOR yeast | proCasp3 act | proCasp7 act | ZTA counter | LAP4 TOR yeast
Cc1cc2c(N)cccc2nn1 | 103 | 2 | 7 | 106 | -14 | -25 | 24 | 102
COc1cccc(/C=C/c2ccncc2)c1OC | 104 | 41 | 7 | 101 | 6 | -7 | -6 | 94

(next part)
SMILES	RPL19A-GFP yeast	AHR activator	EBNA-1 inh	MEP2 TOR yeast	proCasp3 act	proCasp7 act	ZTA counter	LAP4 TOR yeast
CCC(C)N(C(=O)COC(=O)Cc1n[nH]c(=O)c2ccccc12)C1CCS(=O)(=O)C1 (stereo not given)	102	-3	-6	106	8	-1	2	105
CCc1ccc(/C=C2\SC(=S)N(CCC(=O)NC3=NCCS3)C2=O)cc1	91	-7	-3	98	6	0	-5	91
COc1ccc(C(=O)N2CCOC2CNC(=O)C(=O)NCc2ccc(F)cc2)cc1 (stereo not given)	106	6	3	120	-8	4	-8	108
O=C(CNC1CCCCC1)Nc1ccc(Cl)cc1	108	-4	-3	103	-2	3	-9	87
CCN1CCN(c2cc(C)c3cc(NC(=S)N(CC)CC)ccc3n2)CC1	98	4	6	97	-8	-11	-2	111
CCN1C(=O)/C(=C\C(=O)c2cccs2)c2cc(Br)ccc21	100	0	-7	98	-9	-6	-17	196*
Cc1occc1-c1nnc(SCC(=O)Nc2ccccc2)n1C(C)c1ccccc1 (stereo not given)	98	2	-10	94	-3	-4	-2	95
Cc1cc(-c2ccccc2)n(-c2ccccc2)n1	100	8	-2	99	1	12	-10	87
CCS(=O)c1ccccc1C(=O)OCC(=O)Nc1ccc2ccccc2c1 (stereo not given)	94	10	nt	101	3	9	nt	94
O=C(Nc1ccc(CN2CCOCC2)cc1)c1ccc(F)cc1	106	3	1	104	3	4	5	83
CCOc1ccccc1NC(=O)CSc1nnc(CNC(=O)c2cccs2)o1	98	5	2	98	-2	-2	-3	89
Cc1cccc(C)c1NC(=O)/C(C#N)=C/c1ccc(-c2ccc(C(=O)O)cc2)o1	100	2	8	108	3	-6	3	100
CC(C)N(Cc1nnc(-c2ccc(Cl)cc2)o1)C(=O)c1cc2ccccc2o1	92	8	nt	94	2	4	-8	113
Clc1ccccc1OCCCCn1ccnc1	98	74*	-10	113	1	2	-6	104
C=CCn1c(SCC(=O)c2cccs2)nc2sc(CC)cc2c1=O	94	-3	4	92	6	-5	14	94
C=CCOC(=O)C1=C(C)Nc2nc3ccccc3n2C1c1ccncc1 (stereo not given)	101	20	2	103	2	11	-10	94
CCC(CC)NC(=O)C1CCN(c2ccc(S(=O)(=O)N3CCOCC3)cc2[N+](=O)[O-])CC1	99	0	nt	97	12	-2	-9	100
O=C(Nc1ccccc1Sc1ccccc1)c1ccccc1	107	-1	9	99	-4	-12	-10	103
COc1ccc(N(CC(=O)NC2CCCCC2)C(=O)CNC(=O)c2cccs2)cc1OC	107	1	6	104	-4	-4	3	93
CCn1cc(-c2n[nH]c(=S)n2-c2ccc(C)cc2Br)c(=O)c2ccc(C)nc21	97	-2	-10	89	-1	-17	-16	99
COCCn1ccc2c(OCC(=O)Nc3cc(OC)ccc3OC)cccc2c1=O	104	9	-10	103	-1	1	14	102
CCc1ccc(C(=O)NNC(=O)c2cccc(N3C(=O)CCC3=O)c2)cc1	99	0	-5	103	0	6	10	101
Cc1ccc(NC(=O)CN2C(=O)NC3(CCCC3)C2=O)nc1	99	-1	5	99	2	-3	-1	103
C=CCN(CC=C)CC(=O)Nc1ccc(S(N)(=O)=O)cc1	94	-6	5	94	3	3	-10	99

AHR activator: entries above that show a hit
canonical_smiles	RPL19A-GFP yeast	AHR activator	EBNA-1 inh	MEP2 TOR yeast	proCasp3 act	LAP4 TOR yeast
Clc1ccccc1OCCCCn1ccnc1	98	74*	-10	113	1	104

Continued:
SMILES	RPL19A-GFP yeast	AHR activator	EBNA-1 inh	MEP2 TOR yeast	proCasp3 act	proCasp7 act	ZTA counter	LAP4 TOR yeast
COc1ccc(N2CCN(C(=O)c3ccc(CSc4ccccc4)cc3)CC2)cc1	99	3	-8	101	-4	2	7	119
O=C(Nc1cccc(Cl)c1)c1cc(S(=O)(=O)NCCc2ccc(Cl)cc2)ccc1F	103	5	-12	103	4	-2	11	112
COc1ccc(NC(=O)CS(=O)(=O)c2ccccc2Cl)cc1	93	5	-18	97	-1	-16	3	108
Brc1cccc(OCCN2CCOCC2)c1	101	1	-5	104	-4	-7	9	101
O=C(CNC(=O)c1ccc(Cl)cc1Cl)NCCCn1ccnc1	98	3	6	99	2	13	9	96
O=C(COC(=O)c1ccc(S(=O)(=O)NCc2ccco2)cc1)NCc1ccc(F)cc1	104	-1	nt	108	6	5	-4	104
COc1c(F)c(F)c(C(=O)Nc2ccccc2N2CCN(C(=O)C(C)C)CC2)c(F)c1F	88	45	-9	88	-6	14	0	85
COc1cccc(CNc2nc3ccccc3n2CCN2CCCCC2)c1OC	97	4	2	110	3	2	-3	100
CC(=O)Nc1ccc(S(=O)(=O)NCC2CCC(C(=O)NC(C)c3ccccc3)CC2)cc1 (stereo not given)	99	-1	6	106	1	8	26	98
O=C(NCCc1ccccc1Cl)C1CCC(=O)N(Cc2cccc(C(F)(F)F)c2)C1 (stereo not given)	99	22	1	95	4	1	-9	96
CCOC(=O)C1CCN(Cc2ccc(C(=O)OC)cc2)CC1	103	-2	-7	99	-3	10	-13	95
CN(C(=O)c1ccco1)c1nnc(-c2ccc(F)cc2)s1	102	-3	-1	99	-13	0	14	92

Quoted at random: two compounds from above
SMILES	RPL19A-GFP yeast	AHR activator	EBNA-1 inh	MEP2 TOR yeast	proCasp3 act	proCasp7 act	ZTA counter	LAP4 TOR yeast
CC(=O)Nc1ccc(S(=O)(=O)NCC2CCC(C(=O)NC(C)c3ccccc3)CC2)cc1 (stereo not given)	99	-1	6	106	1	8	26	98
CCOC(=O)C1CCN(Cc2ccc(C(=O)OC)cc2)CC1	103	-2	-7	99	-3	10	-13	95

Some of these compounds in order of count of non-hydrogen atoms, low to high.
SMILES	RPL19A-GFP yeast	AHR activator	EBNA-1 inh	MEP2 TOR yeast	proCasp3 act	proCasp7 act	ZTA counter	LAP4 TOR yeast
Brc1cccc(OCCN2CCOCC2)c1	101	1	-5	104	-4	-7	9	101
COc1ccc(NC(=O)CS(=O)(=O)c2ccccc2Cl)cc1	93	5	-18	97	-1	-16	3	108
O=C(CNC(=O)c1ccc(Cl)cc1Cl)NCCCn1ccnc1	98	3	6	99	2	13	9	96
COc1ccc(N2CCN(C(=O)c3ccc(CSc4ccccc4)cc3)CC2)cc1	99	3	-8	101	-4	2	7	119
O=C(COC(=O)c1ccc(S(=O)(=O)NCc2ccco2)cc1)NCc1ccc(F)cc1	104	-1	nt	108	6	5	-4	104
CC(=O)Nc1ccc(S(=O)(=O)NCC2CCC(C(=O)NC(C)c3ccccc3)CC2)cc1 (stereo not given)	99	-1	6	106	1	8	26	98

Other results
SMILES	RPL19A-GFP yeast	AHR activator	EBNA-1 inh	MEP2 TOR yeast	proCasp3 act	proCasp7 act	ZTA counter	LAP4 TOR yeast
COc1ccc(NC(=S)Nc2ncccc2C)cc1OC	89	7	3	98	3	-19	15	96
CC(C)CC1c2[nH]c3ccccc3c2CCN1C(=O)C1CCOCC1 (stereo not given)	100	15	4	101	8	-3	6	108
CCOc1ccc2oc(C(=O)OCC(=O)NCc3ccc(OC)cc3)c(C)c2c1	95	2	nt	96	3	-3	-17	99
Cc1ccccc1C(=O)Nc1cccc(NC(=S)NC(=O)c2cccs2)c1	97	-1	8	108	-15	-2	-2	99
COc1ccc(CCn2nnnc2C(c2ccc(Cl)cc2)N2CCN(C)CC2)cc1OC (stereo not given)	104	2	-5	103	-6	4	-5	108
O=C(NC1CCCC1)C(c1cccnc1)N(CCc1ccccc1)C(=O)c1ccco1 (stereo not given)	95	13	-11	109	-2	-4	-12	106
